# Assay outcomes (PubChem)
# Fam108B inh – counter-screen for RBBP9 inhibitors: inhibitors of mouse Fam108B | recombinant Fam108B, FP-Rh probe fluorescence polarization | inhibition, % at 9.51 µM | 0.33% of 300,000 active | AID 1947;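 active means inhibition above the screen mean inhibition plus 3 SD, computed separately per campaign, cut at about 18% in these data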;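 further: inhibitors lower polarization as less probe binds the enzyme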
# Efflux pump mplx – antifungal efflux pump inhibition, Nile Red retention; S. cerevisiae Candida pump triplex; inhibition, % at 10 µM; 0.44% of 330,000 active;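 active means plate passing quality check with inhibition over a set limit, or well fluorescence over plate mean plus 4 SD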;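 further: Nile Red retained in pooled yeast measured as flow cytometry median fluorescence; 0% = buffer negative control and 100% = Enniatin B positive control; higher means more Nile Red kept so more efflux inhibition; some compounds called inactive have numbers as strong as hits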
# MEX-5 binding – C. elegans MEX-5 TCR-2 RNA binding activity; MEX-5/FITC-TCR2 RNA binding, fluorescence polarization; active compounds read low; activity score (negative = inhibition of binding), % at 10 µM; 0.38% of 300,000 active;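 active means inhibition past about -25% in most replicates, and total fluorescence under double the plate's negative control median, limit read from the data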;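 further: 0% = DMSO and -100% = 5 µM competing unlabeled TCR2 RNA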
# Target sequence (Q9XUB2 whole entry, looked up): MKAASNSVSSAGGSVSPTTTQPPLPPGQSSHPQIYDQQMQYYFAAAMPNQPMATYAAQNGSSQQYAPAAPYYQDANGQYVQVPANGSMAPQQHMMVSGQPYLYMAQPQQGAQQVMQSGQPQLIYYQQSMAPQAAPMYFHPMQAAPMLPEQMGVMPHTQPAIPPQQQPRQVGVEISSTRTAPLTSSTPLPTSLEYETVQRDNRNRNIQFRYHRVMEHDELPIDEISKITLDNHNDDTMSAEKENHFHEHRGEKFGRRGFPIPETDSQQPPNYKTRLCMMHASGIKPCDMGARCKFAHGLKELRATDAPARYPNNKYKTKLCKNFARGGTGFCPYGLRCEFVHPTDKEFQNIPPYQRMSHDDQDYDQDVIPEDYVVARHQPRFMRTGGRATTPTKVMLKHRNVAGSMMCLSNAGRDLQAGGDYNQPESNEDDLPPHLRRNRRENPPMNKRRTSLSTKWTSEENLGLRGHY
# GLD-1 RNA inh – GLD-1-TGE RNA interaction inhibition (C. elegans); Q17339; purified GLD-1 + fluorescein TGE RNA, fluorescence polarization; inhibition, % at 5.96 µM; 0.44% of 320,000 active;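 active means percent inhibition above a per-plate cutoff, the plate mean of test compounds plus 3 SD, cut at about 30% in these data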;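 further: 0% = DMSO wells with GLD-1 and probe and 100% = wells lacking GLD-1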
# Target sequence (Q17339 whole entry, looked up): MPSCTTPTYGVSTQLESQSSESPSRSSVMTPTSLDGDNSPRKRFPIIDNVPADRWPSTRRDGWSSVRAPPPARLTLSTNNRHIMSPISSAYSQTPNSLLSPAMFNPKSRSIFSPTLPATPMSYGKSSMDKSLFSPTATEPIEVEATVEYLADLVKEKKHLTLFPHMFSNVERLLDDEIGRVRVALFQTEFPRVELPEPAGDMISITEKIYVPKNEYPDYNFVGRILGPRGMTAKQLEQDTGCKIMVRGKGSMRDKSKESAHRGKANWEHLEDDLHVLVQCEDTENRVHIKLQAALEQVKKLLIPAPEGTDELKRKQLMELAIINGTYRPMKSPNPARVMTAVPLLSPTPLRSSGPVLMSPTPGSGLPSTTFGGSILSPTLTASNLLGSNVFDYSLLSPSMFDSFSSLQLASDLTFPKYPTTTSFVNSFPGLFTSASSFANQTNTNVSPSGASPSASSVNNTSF
# MCL1-BIM inh – MCL1-BIM-BH3 interaction inhibition (human); inhibition, % at 10.9 µM; Q07820; GST-MCL1 / FITC-Bim-BH3 fluorescence polarization; 0.68% of 320,000 active; AID 2057;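 active means inhibition above the mean inhibition of all tested compounds plus 3 SD, set per campaign, cut at about 40% in these data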;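 further: 0% = DMSO wells and 100% = unlabeled Bim-BH3 peptide control; higher means more loss of mP so more displacement of Bim peptide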
# Bcl-xL primary – inhibitors of human Bcl-xL | GST-Bcl-xL / FITC-Bim BH3 peptide fluorescence polarization | inhibition, % at 10.9 µM | AID 2129 | 0.7% of 320,000 active | Q07817;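 active means inhibition above the mean of all tested compounds plus 3 SD, cutoff set per campaign, cut at about 30% in these data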;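 further: 0% = DMSO wells and 100% = unlabeled Bim-BH3 peptide competitor; inhibitors lower millipolarization by displacing the labeled peptide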
# EBNA-1 inh – blocks EBNA-1 binding to DNA | EBNA-1 DNA binding, fluorescence polarization | AID 1950 | 0.34% of 300,000 active | inhibition, % at 14.8 µM; in the data active means inhibition above about 28%
# CR mimetic SO – lowers age-related superoxide in aged yeast cells | 0.18% of 330,000 active | S. cerevisiae aged cells, superoxide DHE fluorescence; active compounds read low | AID 2690 | superoxide response (% of plate mean), % at 10 µM;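 active means superoxide response under a set limit, about three screen SD below normal, cut at about 65% in these data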;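 further: yeast aged for seven days with compound at 30 °C before DHE staining; 100% = average MFI of all compound-treated wells on the plate with controls excluded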
# ZTA DNA inh – counter-screen for EBNA-1 inhibitors: inhibitors of Epstein-Barr virus ZTA; P03206; inhibition, % at 11 µM; ZTA-DNA binding, fluorescence polarization; AID 2234; 0.15% of 320,000 active; in the data active means inhibition above about 33%
# Numbers without * were called inactive; . = not tested or not shown. This is a random part of the collection, and some 2.3% of all compounds hit somewhere here.
SMILES,Fam108B inh,Efflux pump mplx,MEX-5 binding,GLD-1 RNA inh,MCL1-BIM inh,Bcl-xL primary,EBNA-1 inh,CR mimetic SO,ZTA DNA inh
COc1ccc(C(=O)COc2ncnc3cc(Cl)ccc23)cc1,-0.2,0.0,-0.5,5.2,-8.4,-2.2,-2.0,101.0,2.7
N#C/C(=C\c1ccncc1)c1nc2c(s1)CCCC2,4.3,0.0,-17.3,-56.5,-55.8,-33.5,-14.7,108.0,-18.5
COc1cc(/C=N/NC(=O)c2ccc(-c3ccccc3)cc2)cc(OC)c1OC,5.7,0.1,0.8,0.6,1.5,-0.3,-5.7,104.0,-19.5
NC(=O)COC(=O)/C=C/c1ccc2ccccc2n1,-1.6,0.0,2.5,-6.3,-1.2,-1.6,-20.3,132.7,-17.5
CC(=O)c1c(NC(=O)c2ccccc2)[nH]c(-c2ccccc2)nc1=S,1.3,0.1,-5.3,-4.0,12.3,11.2,-16.3,112.3,6.8
COc1cc(C=O)ccc1OCc1c(C)noc1C,-5.5,-0.1,1.9,-2.0,-11.7,-2.3,0.3,109.2,-6.9
CC(C)C(=O)Nc1c(-c2ccccc2)c(=O)c2ccccc2n1C,0.2,-0.1,.,5.9,1.1,2.3,-3.5,101.0,-9.0
O=C(C[n+]1ccc(-c2nnc3n2CCC3)cc1)c1ccc(Cl)c(Cl)c1,0.0,-0.6,-4.9,0.6,1.0,3.8,-7.0,88.9,11.4
O=C(CSc1ccccc1C(=O)NCCCN1CCCC1=O)NCc1ccco1,-8.2,-0.2,0.7,1.8,14.2,5.9,-8.6,101.3,-13.8
COc1ccc(C(=O)NNC(=O)C(=O)NCc2ccccc2)cc1,4.2,0.0,-4.1,6.4,1.8,2.6,3.0,91.5,-2.1
O=C(NC(=S)Nc1cccc(Cl)c1N1CCCCC1)c1ccc2c(c1)OCCO2,-9.8,0.1,-1.2,3.4,5.7,2.0,2.6,111.2,1.1
COCCC1CCCCN1C(=O)c1cc(COc2ccc(-n3cncn3)cc2)on1 (configuration not stated),-1.6,0.1,0.0,-2.6,0.4,1.2,-6.2,111.8,-6.3
CCOc1ccccc1CNS(=O)(=O)c1ccc2c(c1)C(C)(C)C(=O)N2C,-5.0,0.1,-0.8,2.1,1.5,5.9,0.4,96.5,5.1
O=C(CCNC(=O)Cn1cnc2ccccc2c1=O)NCC1COc2ccccc2O1 (configuration not stated),1.4,-0.1,-0.1,0.9,-3.7,-1.4,4.7,97.4,7.8
COc1ccc(C(=O)O)cc1S(=O)(=O)Nc1cccc(C)c1,0.1,-0.1,-3.7,0.8,-0.3,6.7,0.8,96.5,-7.2
O=C(Cn1cnc2c(nnn2-c2cccc(Cl)c2)c1=O)NCc1ccccc1,-11.6,-0.2,0.2,2.0,-6.8,-0.5,11.5,82.9,8.7
Cc1cccc(NC(=O)c2c([N+](=O)[O-])c(C(C)(C)C)nn2C)c1,0.6,0.8,0.8,5.7,-1.8,1.5,15.8,87.1,20.2
CN(C)CC(C)(C)CNC(=S)Nc1ccc(S(=O)(=O)N2CCOCC2)cc1,-0.2,-0.4,0.7,9.6,11.4,4.7,6.3,95.2,-0.3
Cc1ccc(C(=O)CSc2nnc(-c3ccco3)o2)o1,-3.0,-0.4,-2.3,-4.5,-4.5,0.9,4.3,122.6,0.9
COc1ccc(/C([O-])=C(/C(=S)Nc2ccc(C)c(C)c2)n2c[n+](C)c3ccccc32)cc1OC,-1.6,0.0,0.4,4.1,11.0,8.5,0.3,96.2,0.8

# As a working copy, some entries already given:
SMILES,Fam108B inh,Efflux pump mplx,MEX-5 binding,GLD-1 RNA inh,MCL1-BIM inh,Bcl-xL primary,EBNA-1 inh,CR mimetic SO,ZTA DNA inh
O=C(C[n+]1ccc(-c2nnc3n2CCC3)cc1)c1ccc(Cl)c(Cl)c1,0.0,-0.6,-4.9,0.6,1.0,3.8,-7.0,88.9,11.4
O=C(CSc1ccccc1C(=O)NCCCN1CCCC1=O)NCc1ccco1,-8.2,-0.2,0.7,1.8,14.2,5.9,-8.6,101.3,-13.8
COc1ccc(C(=O)NNC(=O)C(=O)NCc2ccccc2)cc1,4.2,0.0,-4.1,6.4,1.8,2.6,3.0,91.5,-2.1
O=C(NC(=S)Nc1cccc(Cl)c1N1CCCCC1)c1ccc2c(c1)OCCO2,-9.8,0.1,-1.2,3.4,5.7,2.0,2.6,111.2,1.1
COCCC1CCCCN1C(=O)c1cc(COc2ccc(-n3cncn3)cc2)on1 (configuration not stated),-1.6,0.1,0.0,-2.6,0.4,1.2,-6.2,111.8,-6.3

# Next part
SMILES,Fam108B inh,Efflux pump mplx,MEX-5 binding,GLD-1 RNA inh,MCL1-BIM inh,Bcl-xL primary,EBNA-1 inh,CR mimetic SO,ZTA DNA inh
Cc1ccc(N2CCN(c3ccc(C)cc3)C2c2ccncc2)cc1,-1.0,0.0,-0.5,3.7,6.6,6.0,-4.0,109.6,-12.8
CCc1ccccc1S(=O)(=O)Cc1ccc(C(=O)NC(C)C)o1,-1.0,-0.2,-0.7,5.5,5.1,2.7,-1.7,104.0,-7.7
CCOC(=O)c1c(NC(=O)CSc2n[nH]c(-c3ccco3)n2)sc(C)c1C,4.1,0.2,-1.4,2.2,8.9,4.4,-6.8,92.4,4.5
COc1cc(C)nc(NS(=O)(=O)c2ccccc2Cl)n1,-1.6,0.0,-1.2,-3.3,5.7,2.4,-10.0,93.9,7.1
Cc1cc(O)c(-c2cc(C(=O)NCc3ccc4c(c3)OCO4)[nH]n2)cc1C,-0.3,0.0,-2.3,-8.2,-4.2,7.3,-4.6,111.5,4.5
Cc1cc(=O)c(C(=O)O)cn1-c1ccc(C(C)C)cc1,2.0,0.0,0.7,-4.0,1.6,1.0,6.6,106.8,3.9
COc1cc(C)c(/C=C(\C#N)C(=O)Nc2cccc(C)c2)cc1C(C)C,-10.6,1.3,-1.3,1.8,-26.1,-11.9,-16.5,50.2*,-14.2
CC1Cn2c(nnc2-c2cc3ccccc3cc2O)S1 (configuration not stated),-3.8,0.1,1.7,0.6,-1.1,2.6,-1.3,88.4,-11.3
COc1ccc(S(=O)(=O)NCC(=O)NCc2cc(=O)n(C)c(=O)n2C)cc1F,-0.9,0.1,-0.8,-2.0,7.8,10.9,5.8,88.2,7.0
COc1cc(OC)nc(NC(=O)CN2CCN(c3ccc(F)cc3)CC2)n1,1.6,0.0,-1.6,-1.8,1.3,1.2,7.3,85.9,-5.2
Cn1c(=O)c2sccc2n2c(CCCC(=O)N3CCN(c4ccccn4)CC3)nnc12,-2.6,0.0,1.4,3.0,4.5,7.0,-0.8,97.4,7.7
Cc1ccc(NC(=O)NCCCN2CCOCC2)cc1,4.8,0.2,3.1,14.0,-0.6,3.7,-14.7,105.9,-2.7
COC(=O)Cn1c(O)c(N=NC(=O)CNC(=O)c2ccc3c(c2)OCCO3)c2ccccc21,-3.5,-0.3,-1.9,5.9,3.4,4.5,-4.7,92.5,-4.2
COc1cccc(COCCN2CCN(S(=O)(=O)c3ccc(C)cc3)CCC2=O)c1,2.9,-0.2,1.1,3.3,2.0,1.1,-0.8,102.2,3.0
O=C(COc1ccc(Br)cc1Cl)NC(=O)Nc1ccc2c(c1)OCCO2,1.6,0.0,1.9,6.5,1.1,2.7,2.8,92.0,-15.8
COc1ccc(C)cc1NC(=O)CSc1nc2ccccc2nc1N1CCCCC1,-0.4,0.1,1.3,2.0,1.2,1.5,2.6,111.0,-6.6
Cc1cc(Nc2cccc(Cl)c2)nc(NCc2ccccc2)n1,6.9,0.1,-2.0,-4.1,-0.9,1.2,-11.6,99.0,-6.0
Oc1ccc(N2CCN(c3ncnc4sc5c(c34)CCC5)CC2)cc1,5.9,-0.1,-4.3,3.1,33.1,25.1,0.0,103.5,4.2
C=CCN1C(=O)C2(OCCCO2)c2cc(Cl)ccc21,3.3,-0.1,0.9,4.4,8.3,2.1,-7.5,107.2,2.2
CC(=O)C1=C(C)N(Cc2ccccc2)C(=O)N[C@H]1c1cccc(C(F)(F)F)c1,3.6,0.0,1.4,1.1,4.0,3.6,-0.7,96.7,-13.7
Cc1cc(C)n2nc(C(=O)OCC(=O)N(CCC#N)c3ccc(F)cc3)nc2n1,1.3,0.0,1.6,6.5,3.9,4.9,-2.5,94.4,-7.8
CC(C)CNC(=O)c1nn(Cc2ccccc2)c(=O)c2ccccc12,1.8,-0.3,0.4,-0.8,-0.9,-0.3,-1.6,107.7,4.5
CSC1=NC2(CCCCC2)C2=C(CCCC2)N1,1.8,-0.1,-7.4,2.2,-25.2,-11.2,7.1,103.1,1.6
O=C(/C=C/c1cccnc1)c1ccc([N+](=O)[O-])cc1,0.5,-0.2,-1.7,4.1,-10.2,-2.5,1.9,97.7,6.7
CCN1CCN(S(=O)(=O)c2ccc(Cl)c(C(=O)N(C)CCOc3ccc(Cl)cc3)c2)CC1,2.8,-0.2,1.5,5.3,4.4,1.0,4.7,91.8,-3.1
CC(=O)Nc1ccc(SCC(=O)N(CCC#N)c2ccc(C)cc2)cc1,-7.2,-0.1,-0.2,2.1,3.6,2.5,-7.5,99.2,0.8
Cc1cccnc1NC(=O)c1nn(C)c2c1CS(=O)(=O)c1ccccc1-2,0.5,0.0,1.6,-11.1,-3.4,5.2,9.2,127.7,1.7
CCc1nc2ccccc2n1CC(=O)N1CCN(S(=O)(=O)c2cccc(C(F)(F)F)c2)CC1,2.3,0.0,-0.8,-1.9,-10.9,0.0,10.1,99.4,6.5
COCCN(C(=O)CNC(=O)c1ccco1)C(C(=O)NC1CCCC1)c1ccc(OC)cc1 (configuration not stated),-1.1,-0.4,-0.7,2.9,6.2,4.8,-3.6,107.5,-7.4
Cc1ccc(C)c(-n2c(SCC(=O)Nc3nnc(C)s3)nnc2-c2ccoc2C)c1,-1.9,-0.1,-3.4,1.1,-1.3,-0.8,14.6,97.6,3.6
Cc1ccc(NC(=O)c2ccc(S(=O)(=O)NCc3ccco3)cc2)cc1,-1.8,0.0,-0.6,-1.8,-3.7,0.1,-5.6,105.1,-6.5
COc1ccccc1Nc1nnc(SCC(=O)NC2CC2)s1,.,-0.1,.,3.0,-4.2,-3.2,.,91.1,-4.0
CCOC(=O)CSc1nc2c(sc(=S)n2-c2ccccc2)c(=O)[nH]1,-1.3,0.1,0.1,-0.3,2.3,5.5,-2.2,110.3,-2.1
O=C(NCCc1ccco1)c1cc(COc2cccc(C(F)(F)F)c2)on1,-2.7,0.2,-0.4,-1.8,-21.6,-11.6,5.5,105.5,-2.9
CCN(CC)C(=S)SCC(=O)Nc1ncc2c(n1)CCCC2=O,2.2,0.0,1.5,5.7,3.7,2.6,-7.6,106.7,-15.8
CCCCCC(=O)NC(NC(=S)N1CCOCC1)C(Cl)(Cl)Cl (configuration not stated),-3.6,0.3,-0.3,5.3,6.3,3.1,-14.9,99.5,-3.3
COc1ccc(C(CNC(=O)c2ccc(Cl)s2)N2CCOCC2)cc1 (configuration not stated),1.2,0.1,0.8,5.2,8.6,8.6,-8.3,97.0,-11.0
O=C(CCNS(=O)(=O)c1ccc(Br)cc1)NCc1ccc2c(c1)OCO2,-2.1,-0.2,2.3,-1.5,1.5,3.0,7.3,119.5,-6.6
O=C(COC(=O)c1ccccc1NS(=O)(=O)c1cccs1)NC1CCCCC1,1.8,1.7,1.1,-1.4,0.9,5.0,5.8,99.9,-6.9
O=C(CCc1ccccc1)N1CCN(c2ccc(Cl)cc2)CC1,0.9,0.1,0.7,-4.0,-2.7,-2.6,3.1,111.4,-4.7
CCc1ccc(S(=O)(=O)c2cn(C)c3cc(OC)c(OC)cc3c2=O)cc1,0.6,-0.1,-0.8,-3.0,1.1,6.9,-16.7,107.1,9.0
